Source: PubChem (several laboratories)
FXIa inh – inhibitors of human coagulation factor XIa. inhibition, % at 5 µM. P03951. 0.14% of 220,000 active. AID 798. purified FXIa, Boc-Glu-Ala-Arg-AMC fluorogenic substrate;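 active means inhibition of at least 40%; inactive means inhibition below 40%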;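 further: fluorescence of freed AMC excited at 355 nm; 0% = enzyme without compound and 100% = no enzyme blank; many of its hits are not listed in these tables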
Target sequence (P03951 19-387 limits assumed): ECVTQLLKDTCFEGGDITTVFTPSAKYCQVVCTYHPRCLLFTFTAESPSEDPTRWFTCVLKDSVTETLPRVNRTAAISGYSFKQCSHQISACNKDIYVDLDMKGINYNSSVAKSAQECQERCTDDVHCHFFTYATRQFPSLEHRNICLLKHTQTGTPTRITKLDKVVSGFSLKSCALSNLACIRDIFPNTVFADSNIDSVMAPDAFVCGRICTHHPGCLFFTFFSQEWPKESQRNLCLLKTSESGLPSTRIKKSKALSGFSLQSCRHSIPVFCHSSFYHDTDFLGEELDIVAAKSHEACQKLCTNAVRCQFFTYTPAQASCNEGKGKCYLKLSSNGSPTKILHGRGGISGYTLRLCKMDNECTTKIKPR
Target sequence (P03951 388-625 limits assumed): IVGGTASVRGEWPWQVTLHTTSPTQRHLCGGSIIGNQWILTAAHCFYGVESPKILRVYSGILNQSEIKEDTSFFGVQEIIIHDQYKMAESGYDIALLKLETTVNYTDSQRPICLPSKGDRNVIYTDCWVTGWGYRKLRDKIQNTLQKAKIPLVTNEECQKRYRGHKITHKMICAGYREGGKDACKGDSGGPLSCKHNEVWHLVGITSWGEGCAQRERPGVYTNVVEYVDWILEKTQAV
m-calpain inh – calpain II (pig) inhibition | 0.37% of 220,000 active | purified calpain II, fluorogenic peptide substrate, 30 min | inhibition, % at 16 µM | AID 1236;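 active means inhibition above about 50%, limit read from the data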
Rad51 HR inh – Rad51 (human) homologous recombination inhibition. hRad51 DNA strand exchange, fluorescence dequenching. inhibition, % at 10 µM. 0.085% of 200,000 active;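 active means inhibition above 40% at the single screening dose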;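 further: 0% = DMSO control wells and 100% = blanks with heterologous ssDNA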
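Test system: preformed human Rad51 ssDNA filaments; also added: Donor/quencher-labelled 47-bp dsDNA substrate; doses: 10 µM final, single point; times: 37 °C 15-min filament assembly, 30-min compound preincubation, 15-min exchange; detection: FRET fluorescence dequenching, excitation 485 nm, emission 520 nm; read-out basis: Fluorescence-based percent inhibition, control- and blank-normalised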
FXIIa inh 1536 – factor XIIa (human) inhibition | P00748 | purified FXIIa, Boc-QGR-AMC fluorogenic substrate, 2 h | inhibition, % at 5 µM | 0.3% of 220,000 active; in the data active means inhibition above about 40%;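 further: 0% = enzyme with no compound and 100% = blank without enzyme; many of its hits are not listed in these tables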
PERK inh – inhibitors of human PERK kinase; Q9NZJ5; CHO PERK-DD fusion, SEAP luminescence translation reporter; inhibition, % at 5.6 µM; 0.17% of 220,000 active; AID 1416;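 active means inhibition above the mean inhibition of all tested compounds plus 3 SD, set separately per screening campaign, cut at about 2.9% in these data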;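 further: PERK kinase domain activated by AP20187 dimerizer at 100 nM; 0% = DMSO with dimerizer and 100% = rapamycin at 8.4 µM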
Furin inhibitor – blocks human furin protease activity. AID 463115. inhibition, % at 30 µM. 0.061% of 220,000 active. purified furin, fluorogenic substrate cleavage; in the data active means inhibition above about 25%; further: inactives centre near -15
Thrombin inh – inhibitors of human thrombin. alpha-thrombin, Boc-VPR-AMC fluorogenic substrate cleavage. inhibition, % at 5 µM. 0.26% of 220,000 active. AID 1046;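 active means inhibition at or above 40%; inactive means inhibition below 40%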;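 further: 0% = enzyme with no compound and 100% = wells without enzyme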
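Assay system: human alpha-thrombin enzyme. Reagent: Boc-VPR-AMC substrate, 15 µM final. Compound dosing: one concentration per compound, 5 µM, with 0.2% DMSO. Incubation: room-temperature reaction. Technique: AMC fluorescence, 355/460 nm. Measure: % inhibition relative to enzyme controls and enzyme-free blanks.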
KLK5 inh – kallikrein 5 (human) inhibition; inhibition, % at 5 µM; Q9Y337; recombinant hK5, fluorogenic AMC substrate cleavage; 0.59% of 210,000 active;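 active means inhibition of 40% or more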;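 further: 0% = enzyme controls without compound and 100% = no-enzyme blanks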
Target sequence (Q9Y337 67-293 limits assumed): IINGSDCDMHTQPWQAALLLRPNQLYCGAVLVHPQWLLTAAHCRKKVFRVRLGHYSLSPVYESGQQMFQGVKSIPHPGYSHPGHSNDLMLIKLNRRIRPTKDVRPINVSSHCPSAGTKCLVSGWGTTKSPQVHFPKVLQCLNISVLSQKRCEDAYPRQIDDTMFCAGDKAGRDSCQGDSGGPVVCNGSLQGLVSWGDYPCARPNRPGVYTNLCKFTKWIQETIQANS
Cl transport mod – KCC2 (human) Cl- transport modulation | KCC2 cells, thallium flux FluoZin-2 fluorescence | B-score of Tl+ flux slope (higher = more flux/activation; lower = inhibition) at 10 µM | 2.2% of 190,000 active;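 active means thallium flux slope and its plate-corrected score both differing from the plate sample mean at a set confidence after two filtering rounds, in either direction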;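 further: slope of fluorescence scaled to starting intensity during 10 to 20 s after thallium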
* hit, by the source's call; i = inactive; . = not tested or not shown; & = joins results of further samples; [ ] = remark or other dose.

Fields – FXIa inh	m-calpain inh	Rad51 HR inh	FXIIa inh 1536	PERK inh	Furin inhibitor	Thrombin inh	KLK5 inh	Cl transport mod
OC1(c2ccc(OC(F)F)cc2)CSC(=Nc2cccnc2)N1Cc1ccco1 (stereo not drawn)
→ -7	34	-3	7	-0.5	-11	-22	-2	-0.65
CCOC(=O)C1CCN(C(=O)CNS(=O)(=O)c2ccc(Br)s2)CC1
→ 2	-9	-2	14	0.3	-26	2	0	0.087
CCOC(=O)c1ccc(NS(=O)(=O)CC)cc1
→ 5	-8	7	-1	2.2	-23[20 µM]	2	-11	0.0078
O=C(Nc1cccnc1)c1cnn2c(C(F)F)cc(C3CC3)nc12
→ -6	-43	3	15	-1.1	-9[20 µM]	-5	-8	0.17
CC(=O)c1ccc(NC(=O)Nc2ccc([N+](=O)[O-])cc2C)cc1
→ -3	6	-6	-2	0.0	-8	-4	-4	-0.16
CCOc1cc(C(=O)Nc2ccc(S(=O)(=O)N3CCOCC3)cc2)cc(OCC)c1OCC
→ -4	-33	-2	-1	-0.3	-33	-5	6	-0.34
COc1ccc(C2=CC3=C(Br)C(=O)C(C)(O)C(=O)C3=CO2)cc1 (stereo not drawn)
→ 3	-32	3	9	.	-22	1	2	1.2
Cc1cc(C)c(NC(=O)COC(=O)/C=C/c2cccs2)c(C)c1
→ -9	16	17	-2	0.1	-9	-6	-5	-0.59
O=C(O)/C=C/c1cn(-c2ccccc2)nc1-c1ccc2c(c1)OCCO2
→ -4	-8	18	-1	1.4	-19	-4	-1	-1.1
CCOc1ccccc1Oc1c(C)oc2c(CN3CCN(C)CC3)c(O)ccc2c1=O
→ 5	i	.	5	-0.2	-14	-2	-231	.
S=C(Nc1ccccc1Cl)NC1CCCCCC1
→ -3	-12	16	8	2.8	-16	8	-3	2.9
Cc1cc(C)c(S(=O)(=O)O)c(C)n1
→ -5	-10	7	3	0.3	-28	-4	-1	.
CN(C)C(=O)CSc1nnc(Cc2ccccc2)n1CC1CCCO1 (stereo not drawn)
→ -1	-7	12	-1	0.4	-19	11	-4	0.79
Brc1ccc(/C=N/Nc2ccc3ccccc3n2)cc1
→ 3	2	-5	14	1.3	-24	-6	-19	0.58
COc1cccc(Nc2nnc(SCn3nnc4ccccc4c3=O)s2)c1
→ 2	-18	-1	19	-1.2	-2	5	5	0.074
COc1cccc(NC(=O)N[C@@H](Cc2ccccc2)C(=O)O)c1
→ 2	-17	9	-5	1.6	-18[20 µM]	-2	-13	-0.32
CCCCCCOc1ccc(N2C(=O)CC(S/C(N)=N/N=C(\C)c3cccs3)C2=O)cc1 (stereo not drawn)
→ 5	-132	0	14	0.4	-8[20 µM]	1	-15	-0.68
CCCOc1ccccc1C(=O)N(Cc1ccco1)C1CCS(=O)(=O)C1 (stereo not drawn)
→ -2	3	13	15	-1.3	-12	4	-6	.
COc1ccc2oc(C)c(C(=O)Cn3ccnc3)c2c1
→ -9	-36	-7	-13	0.2	-11[20 µM]	-12	-37	-0.12
COc1cc(CNc2ccc(N3CCCC3)cc2)cc(Cl)c1OC
→ -4	-20	1	0	0.5	-6	-7	-5	0.24
O=C(COc1ccc(/C=N/NC(=O)c2ccc(O)cc2)cc1)Nc1ccc([N+](=O)[O-])cc1
→ -5	39	0	3	0.9	-8	-5	-36	0.13
Cc1cc(/C=N/NC(=O)c2ccccn2)c(C)n1-c1cccc([N+](=O)[O-])c1
→ -1	-10	-2	9	1.0	-15	2	1	-0.55
CC(C)(C)NC(=O)c1cc(Cl)ccc1[N+](=O)[O-]
→ -4	-9	0	1	0.6	-19	-1	-1	0.33
CCOC(=O)Cn1nc(C)c(NC(=O)COc2ccccc2[N+](=O)[O-])c1C
→ -3	8	6	-5	-0.1	-7	-8	-6	0.45
O=C(Cn1cccc1C(=O)c1ccccc1)NCc1cccs1
→ -5	-26	1	3	0.8	-20	-11	31	-0.66
C1CCN=C(Nc2nc3c(s2)CCCC3)CC1
→ 2	-17	-1	5	0.4	-25[20 µM]	3	6	0.22
Cc1cc(C)n2cc(CSCC(=O)O)nc2n1
→ 5	-366	6	7	0.4	-16	-3	-10	-0.11
COC(=O)c1cc2n(n1)CCN(Cc1ccc(F)cc1)C2=O
→ 3	15	46*	17	1.2	-20[20 µM]	4	0	-0.46
Cc1ccc(-c2onc3ccc(C4(C)OCCO4)cc23)cc1
→ -5	-20	1	11	-0.9	-10[20 µM]	-12	-23	.
CN(Cc1nc(-c2cccs2)no1)CC(O)c1ccccc1 (stereo not drawn)
→ 3	-2	.	10	1.6	-24	2	22	.
CN(C)Cc1ccccc1Sc1cccc2ccccc12
→ 3	7	10	6	0.6	-12	-2	-23	0.19
CCc1nnc(NC(=O)CN2C(=O)/C(=C/c3cc(OC)c(OC)c(OC)c3)SC2=S)s1
→ 4	-59	-13	4	0.7	-23	-1	-6	-1.5
CCOC(=O)C1=C(C)OC(N)=C(C#N)C1c1ccoc1 (stereo not drawn)
→ -5	-30	0	10	-0.2	-4	-7	-7	-0.32
COc1ccc(CCNC(=O)C23CCC(C)(C(=O)C2Br)C3(C)C)cc1OC (stereo not drawn)
→ 1	-1	.	5	0.5	-10	-8	2	-0.098
O=C(c1cc(Cl)ccc1[N+](=O)[O-])N1CCc2ccccc2C1
→ 6	-4	.	11	0.5	-27	0	-2	-0.43
COc1cc(CNCCO)ccc1OC1CCCC1
→ 2	-30	-1	14	-1.3	-14[20 µM]	6	-17	.
COC(=O)/C=C/c1sc2nc(C)cc(C)c2c1N=CN(C)C
→ -2	-59	-8	5	0.8	-2	-6	-1	.
COc1ccc(CC(=O)OCN2C(=O)c3ccccc3C2=O)cc1
→ -2	1	-3	3	0.8	-19	4	-14	.
CC(C)(C)C1CCC(C(=O)Nc2cccnc2)CC1 (stereo not drawn)
→ -3	-3	-4	0	1.5	-35	1	-16	0.01
CCOC(=O)c1cc(C)n(-c2ccccc2)c1C
→ -10	3	-11	8	-0.2	-8	-3	30	0.2
CCOc1ccc(C(=O)Nc2ccc(-c3nc4ccccc4[nH]3)cc2)cc1[N+](=O)[O-]
→ 5	22	-3	10	0.3	-6	-4	-4	-0.88
CCc1nnc(NC(=O)CCC(=O)NCc2ccc(OC)cc2)s1
→ -6	-13	-18	2	0.6	-14	-3	22	1.6
CN1CCN(C2=Nc3ccccc3Oc3ccc(Cl)cc32)CC1
→ 12	10&11	-1	9	-1.4&0.7	-13	.	-6	-1.6&-0.095
O=C(Nc1nc2c(cc3c4c(cccc42)CC3)s1)c1ccccc1Cl
→ 27	-21	-3	14	-1.1	-2	11	16	-0.19
CCCCc1ccc(-n2c(Cc3cccs3)n[nH]c2=S)cc1
→ -10	13	12	5	-0.1	-12	-5	-7	58*
O=C(O)CC1(CC(=O)Nc2ccc3ccccc3n2)CCCCC1
→ -4	-2	9	-4	1.1	-4	-6	-1	0.027
CCC(COC)NCc1cn(-c2ccc(OC)cc2)nc1-c1cccc(F)c1 (stereo not drawn)
→ -2	-46	-2	6	-0.3	-30	-7	0	0.46
O=C(CSc1ccc(Cl)cc1)Nc1ccccc1N1CCN(C(=O)c2ccccc2)CC1
→ 4	13	-5	2	0.9	-4	-18	3	.
O=C(OCc1ccc(COC(=O)c2ccccn2)cc1)c1ccccn1
→ 2	3	0	17	-0.3	-6[20 µM]	3	-10	0.013
O=C(Cc1ccc(Cl)cc1)Nc1ccc(NC(=O)c2ccccc2)cc1
→ 2	-16	-5	8	0.7	-20	-4	2	1
COc1ccc2[nH]cc(CCNS(=O)(=O)c3ccc(NC(C)=O)cc3)c2c1
→ -1	-36	-2	8	0.6	-20	-7	1	0.37
Cc1cc(C)cc(NC(=O)NN2C(C)CCCC2C)c1 (stereo not drawn)
→ -5	-5	-6	-3	0.0	-26	0	-18	-0.078
CC(C)[C@H](NC(=O)NC1CCN(Cc2ccccc2)CC1)C(=O)O
→ -6	-14	4	10	1.7	-31	1	-5	-0.3
COC(=O)c1ccc(CSc2nnc(CNC(=O)COc3ccc(Cl)cc3)o2)o1
→ 0	20	5	9	-0.8	-5[20 µM]	2	1	-2.1
C=CCn1c(=O)c2ccccc2n2c(SCC(=O)c3ccccc3)nnc12
→ 0	-2	1	16	-0.2	-18	1	-11	.
C=CCc1ccc(OCCCN2CCCC(C)C2)c(OC)c1 (stereo not drawn)
→ 3	-40	-7	4	-1.3	-21[20 µM]	2	6	.
CC(C)Cn1cc(C(=O)NC2CCN(Cc3ccccc3)CC2)c2c3ccccc3n(C)c2c1=O
→ -4	-82	.	18	-1.1	-25	2	2	.
Cc1nn(C)c(C)c1/C=C(/C(=O)C(C)(C)C)n1cncn1
→ -2	9	7	3	-0.9	-28	-3	-1	0.039
S=c1nc(-c2ccccc2)[nH]n1-c1ccccc1
→ 2	25	.	4	0.5	-15	-2	15	53*
NCCCC(=O)N1c2ccccc2Sc2ccccc21
→ -3	-18	14	6	-0.6	-17	-4	-2	.

Four of the compounds above, with bars between the fields.
compound | FXIa inh | m-calpain inh | Rad51 HR inh | FXIIa inh 1536 | PERK inh | Furin inhibitor | Thrombin inh | KLK5 inh | Cl transport mod
Brc1ccc(/C=N/Nc2ccc3ccccc3n2)cc1 | 3 | 2 | -5 | 14 | 1.3 | -24 | -6 | -19 | 0.58
COc1cccc(Nc2nnc(SCn3nnc4ccccc4c3=O)s2)c1 | 2 | -18 | -1 | 19 | -1.2 | -2 | 5 | 5 | 0.074
COc1cccc(NC(=O)N[C@@H](Cc2ccccc2)C(=O)O)c1 | 2 | -17 | 9 | -5 | 1.6 | -18[20 µM] | -2 | -13 | -0.32
CCCCCCOc1ccc(N2C(=O)CC(S/C(N)=N/N=C(\C)c3cccs3)C2=O)cc1 (stereo not drawn) | 5 | -132 | 0 | 14 | 0.4 | -8[20 µM] | 1 | -15 | -0.68

The list goes on:
Fields – FXIa inh	m-calpain inh	Rad51 HR inh	FXIIa inh 1536	PERK inh	Furin inhibitor	Thrombin inh	KLK5 inh	Cl transport mod
Cc1ccc(C(=O)NCc2nnc(SCC(=O)Nc3ccccc3)n2C)cc1
→ -5	2	0	-1	-0.1	5	-8	-17	-0.24
CCS(=O)(=O)c1ccc(O)c(NC(=O)COc2ccc(Cl)cc2)c1
→ 3	30	-2	7	0.5	-18	-3	-5	0.17
O=P(O)(CN1CCCCC1)CN1CCCCC1
→ -4	-12	8	9	1.4	-23	-4	-6	0.36
C=CCn1c(SCc2ccccc2)nc(O)cc1=O
→ -4	0	7	15	0.1	-6[20 µM]	-3	15	-0.091
C#CCNC(=O)C(C)c1ncc(C(F)(F)F)cc1Cl (stereo not drawn)
→ -3	-4	20	8	2.2	-24	3	-10	-0.82
CCOC(=O)c1c(C)c(C#N)c2c3ccccc3ccn12
→ -12	-106	1	3	0.3	-7[20 µM]	2	-34	4.1
CN1C(=O)NC(NS(=O)(=O)c2ccc(N)cc2)(C(F)(F)F)C1=O (stereo not drawn)
→ 0	6	2	8	-0.3	-21	-3	3	0.19
CCc1ccc(C2CC(=O)N3CN(c4ccccc4)CSC3=C2C#N)cc1 (stereo not drawn)
→ 4	-51	3	14	-0.5	-11	2	-6	.
CCOC(=O)CSc1nc2ccccc2c(=O)n1CC1CCC(C(=O)NCc2ccco2)CC1 (stereo not drawn)
→ -11	-6	-13	-6	0.8	-12	0	-9	-0.38
CSc1nc2ccc(NC(=O)c3ccc(F)c(F)c3)cc2s1
→ 6	-37	4	10	0.2	-8	.	1	-0.13
Cc1ccccc1-c1nnc(-c2ccccc2)o1
→ 2	2	-1	19	1.0	-15	4	-4	-0.12
Cc1cc(C)n(/N=C\c2c(O)ccc3ccccc23)c(=O)c1C(N)=O
→ -3	10	0	-8	0.0	-10[20 µM]	-14	4	.

The list is partial; the hit share may differ from the screen's.
